Bioassay records as filed in PubChem BioAssay.
CHT allo act – allosteric activators of human choline transporter CHT. CHT-expressing cells, membrane potential dye, choline EC20; active compounds read high; LV-AA mutant CHT in HEK293 cells. B-score at 10 µM. 310,000 tested, 0.49% active. AID 488977;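 active means initial fluorescence not abnormally high and integrated response B-score, plate-corrected, over 3 SD above library mean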
Target sequence (Q9GZV3 whole entry, looked up): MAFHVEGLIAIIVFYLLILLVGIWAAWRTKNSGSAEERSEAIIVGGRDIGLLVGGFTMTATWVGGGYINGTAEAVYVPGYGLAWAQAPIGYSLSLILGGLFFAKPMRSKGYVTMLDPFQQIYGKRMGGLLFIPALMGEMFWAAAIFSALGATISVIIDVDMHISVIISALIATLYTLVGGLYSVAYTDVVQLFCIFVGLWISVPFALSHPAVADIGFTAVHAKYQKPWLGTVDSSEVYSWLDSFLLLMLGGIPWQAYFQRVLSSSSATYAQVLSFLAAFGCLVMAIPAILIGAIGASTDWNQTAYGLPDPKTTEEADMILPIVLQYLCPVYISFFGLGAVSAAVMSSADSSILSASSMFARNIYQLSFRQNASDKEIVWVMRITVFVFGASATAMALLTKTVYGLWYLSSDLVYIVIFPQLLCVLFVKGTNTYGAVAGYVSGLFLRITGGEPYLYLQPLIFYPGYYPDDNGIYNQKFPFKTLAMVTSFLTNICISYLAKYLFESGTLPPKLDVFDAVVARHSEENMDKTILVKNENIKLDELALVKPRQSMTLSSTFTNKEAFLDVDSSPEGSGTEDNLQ
STK33 inh – blocks human STK33 kinase activity; Q9BYT3; purified STK33, MBP phosphorylation, ADP-Glo luminescence; inhibition, % at 10 µM; 320,000 tested, 0.073% active; AID 2661;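 active means inhibition at or above 25%, using the most active replicate where run in duplicate; inactive means inhibition below 25%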
Target sequence (Q9BYT3 whole entry, looked up): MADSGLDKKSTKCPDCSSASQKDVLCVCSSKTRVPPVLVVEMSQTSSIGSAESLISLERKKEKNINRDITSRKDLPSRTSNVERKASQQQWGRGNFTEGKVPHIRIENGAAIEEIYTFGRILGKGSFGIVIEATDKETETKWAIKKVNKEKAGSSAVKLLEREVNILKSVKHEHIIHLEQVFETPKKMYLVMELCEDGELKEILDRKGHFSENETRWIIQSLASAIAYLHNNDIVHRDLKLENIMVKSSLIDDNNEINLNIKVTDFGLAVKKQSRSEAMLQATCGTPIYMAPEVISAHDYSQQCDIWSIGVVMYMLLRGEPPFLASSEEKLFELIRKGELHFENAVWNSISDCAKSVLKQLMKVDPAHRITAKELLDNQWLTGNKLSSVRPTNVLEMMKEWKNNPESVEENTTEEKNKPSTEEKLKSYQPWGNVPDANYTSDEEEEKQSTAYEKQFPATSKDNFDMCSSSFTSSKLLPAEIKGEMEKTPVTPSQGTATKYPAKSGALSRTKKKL
CHT inh – inhibitors of human choline transporter CHT. Q9GZV3. B-score at 10 µM. CHT-expressing cells, membrane potential dye, choline response; active compounds read low. 310,000 tested, 0.86% active;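 active means B-score over 3 SD under the library average, and starting fluorescence ratio not unusually high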;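 further: choline stimulus applied at its EC90 after an EC20 pre-addition; B-score computed on integrated fluorescence ratio after choline addition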
* marks the source's active call; other numbers are inactive results; i = inactive; nt = not tested or not shown.

The line under a structure holds: CHT allo act, STK33 inh, CHT inh
CC(C)(C)OC(=O)NC(Cc1ccccc1)C(=O)NCCCC(=O)O (stereo not given)
  i, -0.7, i
CC(C)CCNC(=O)c1cccc(Cl)c1
  i, -2.4, i
CC(=O)Nc1ccc(S(=O)(=O)Nc2nc3ccccc3nc2Nc2ccc3ccccc3c2)cc1
  i, 0.9, i
Cc1ccc(CNC(=O)C(=O)NCCCn2ccnc2)cc1
  i, 0.1, i
Cc1cc(-c2ccc(C)c(S(=O)(=O)NCCc3ccco3)c2)on1
  i, -0.2, i
COc1ccccc1CN1CC(C(=O)NCCn2ccc(C)n2)CCC1=O (stereo not given)
  i, -0.7, i
CCN(CC)CCN(C)C1CCC(c2ccccc2)CC1 (stereo not given)
  i, 0.0, i
Cc1cccc(Cc2c(C)nc3nc(SCC(=O)O)nn3c2C)c1
  i, 0.2, i
O=c1c2ccccc2nc(/C=C/c2ccc(O)cc2)n1CCc1ccccc1
  i, -2.1, i
Cc1ccc(-c2csc3ncnc(NCCN4CCOCC4)c23)cc1
  i, 3.4, i
Cc1c(-c2ccc(F)cc2)[n+](=O)c(-c2ccc(F)cc2)c(C)n1[O-]
  i, -1.1, i
COc1cc(/C=C2/NC(=O)N(c3cccc(Cl)c3)C2=O)ccc1O
  i, -0.5, i
COc1cccc(OCC(=O)NNC(=O)Cc2cccs2)c1
  i, -2.6, i
CCCC(=O)Nc1cc(C)c(NC(=O)C23CC4CC(CC(C4)C2)C3)cn1
  i, -1.0, i
O=[N+]([O-])c1cccnc1N1CCN(c2ccccc2F)CC1
  i, 0.0, i
O=C1OCCC1Sc1nnc(-c2ccc(O)cc2)o1 (stereo not given)
  i, 5.0, i
CCOc1ccc(N(CC(=O)Nc2ccc3c(c2)OCCO3)S(=O)(=O)c2c(C)noc2C)cc1
  i, -0.2, i
O=C(Nc1cc(Br)ccc1O)C1CC(c2ccccc2Cl)=NO1 (stereo not given)
  i, -1.1, i
CCCNC(=O)c1cc(S(=O)(=O)N2CCc3ccccc32)ccc1F
  i, -0.6, i
COc1cccc(Nc2ncnc3sccc23)c1
  i, 7.1, i
Cc1[nH]n(-c2ccccc2)c(=O)c1-c1cccc(Cl)c1
  i, 0.6, i
Cc1cccc(Oc2nc(CN3CCOCC3)nc3sc4c(c23)CCCC4)c1
  i, -1.3, i
Nc1cccnc1Sc1ccccc1
  i, -2.8, i
O=C(N/N=C/c1cccc2ccccc12)c1n[nH]c2c1CCCC2
  i, -2.0, i
Cc1ccc(NC(=O)Nc2ccc(C(=O)N3CCOCC3)cc2)cc1
  i, 0.5, i
Cc1cc(N2C(=O)CC(N3CCN(C(c4ccccc4)c4ccccc4)CC3)C2=O)no1 (stereo not given)
  i, 1.4, i
CC(C)CC(=O)Nc1c2c(nn1-c1cccc(Cl)c1)CS(=O)(=O)C2
  i, -0.2, i
O=C(Nc1ccccn1)c1ccc2c(c1)S(=O)(=O)c1ccccc1C2=O
  i, 1.0, i
CCC1CCC2(CC1)NC(CO)(CO)CO2 (stereo not given)
  i, -0.3, i
CCOc1ccc(CC(=O)NNC(=S)NC2CCCCC2)cc1OCC
  i, -0.4, i

Another view of part of the listing above:
> Cc1cccc(Oc2nc(CN3CCOCC3)nc3sc4c(c23)CCCC4)c1
  CHT allo act = i; STK33 inh = -1.3; CHT inh = i

> Nc1cccnc1Sc1ccccc1
  CHT allo act = i; STK33 inh = -2.8; CHT inh = i

The list continues:
The line under a structure holds: CHT allo act, STK33 inh, CHT inh
O=C(NC1CC2CCCC(C1)N2S(=O)(=O)c1ccccc1)c1ccco1 (stereo not given)
  i, -1.0, i
COc1cc(C(=O)NCCN2CCN(C(=O)c3cc(OC)c(OC)c(OC)c3)CC2)cc(OC)c1OC
  i, -0.6, i
CC1(C)Cc2c(cnn2-c2ccc(F)cc2)C(NC(=O)CCCN2CCCCC2=O)C1 (stereo not given)
  i, -1.0, i
Cc1ccc(/C=N/n2c(C)nnc2C)s1
  i, -3.4, i
Cc1ccc(NC(=O)C2CCCN2S(=O)(=O)c2ccc(-c3ccc(=O)[nH]n3)s2)c(C)c1 (stereo not given)
  i, -0.5, i
C=CCNC(=O)COc1ccccc1C#N
  i, -0.9, i
O=C(COc1ccc([N+](=O)[O-])cc1)Nc1ccncc1
  i, 0.5, i
CC(Sc1nncn1C)C(=O)Nc1cc(C(F)(F)F)ccc1N1CCOCC1 (stereo not given)
  i, -0.3, i
CC1NC(C)(C)Cc2c1ccc1ccccc21 (stereo not given)
  i, -0.4, i
COc1ccc(C(=O)Nc2ccc(C(F)(F)F)n(C)c2=O)cc1
  i, 3.1, i
CCOc1ccc(C(=O)Nc2cc(C)c3c(=O)oc4ccccc4c3n2)cc1
  i, 0.3, i
O=C(/C=N/O)Nc1ccc(F)cc1
  i, -1.7, i
c1cn(C23CC4CC(CC(C4)C2)C3)cn1
  i, -1.0, -14*
O=C(C[n+]1cc(-c2ccccc2)n2c1CCC2)Nc1nc(-c2ccccc2)cs1
  i, 0.6, i
Clc1cccc(Cl)c1C1Nc2cccc3cccc(c23)N1
  i, -0.4, i
NC(=O)CN1CCOCCOCCN(CC(N)=O)CCOCCOCC1
  i, -1.1, i
CC1CCCN(C(=O)C2CCN(S(=O)(=O)c3cccc4cccnc34)CC2)C1 (stereo not given)
  i, -0.2, i
CCN(CC)C(=O)C(=O)c1cc(C)n(-c2ccc(F)cc2)c1C
  i, 3.1, i
Cc1c(Cl)cccc1NC(=O)N1CCN(C(=O)c2ccco2)CC1
  i, -1.8, i
COc1cccc(NS(=O)(=O)c2ccc3c(c2)NC(=O)CC(=O)N3)c1
  i, -1.5, i
O=C(OCc1ccc2c(c1)OCO2)c1cccc(S(=O)(=O)N2CCCCC2)c1
  i, -1.4, i
CCCNC(=O)COc1coc(CN2CCN(C(=O)c3ccco3)CC2)cc1=O
  i, 0.9, i
CS(=O)(=O)c1ccc(Cl)c(NC(=O)CSc2nncn2-c2ccccc2)c1
  i, -0.8, i
Cc1ccc(S(=O)(=O)NC2c3cccc4cccc(c34)C2Sc2n[nH]c(N)n2)cc1 (stereo not given)
  i, -2.3, i
COc1ccc(CCN2C(=O)CC(N3CCN(c4ccccn4)CC3)C2=O)cc1OC (stereo not given)
  i, -1.5, i
O=C(NCCc1ccccc1)C1CCN(Cc2ccccc2F)CC1
  i, 0.4, i
COc1ccc(/C(C)=N/NC(=O)CNC(=O)C2COc3ccccc3O2)c(OC)c1 (stereo not given)
  i, 2.2, i
CCc1nc(SCc2cccnc2)c2c(=O)n(C)c(=O)n(C)c2n1
  i, 0.0, i
CCSc1ncc(C)cc1[N+](=O)[O-]
  i, -1.9, i
Cc1ccc2c(c1)N(Cc1cccc(Cl)c1)C(=O)c1cccnc1O2
  i, 0.2, i
CCn1c2ccc(C)cc2c2nnc(SCCN3CCCCC3)nc21
  i, 1.7, i
NC(=S)NC1CC2C=CC1C2 (stereo not given)
  i, -1.9, i
CS(=O)(=O)N1CCc2nc(-c3ccccc3)sc2C1
  i, -0.8, i
COc1cc(C2/C(=C(/O)c3ccc(OCC(C)C)cc3)C(=O)C(=O)N2CCN(C)C)ccc1O (stereo not given)
  i, -1.0, i
COC(=O)c1ccc(C2c3c(oc4ccc(F)cc4c3=O)C(=O)N2CCO)cc1 (stereo not given)
  i, 16, i
CCNc1ccc2c(Cl)cc(=O)oc2c1
  i, -1.5, i
CCN(CC)S(=O)(=O)c1ccc(Cl)c(NC(=O)c2ccccc2C)c1
  i, 0.7, i
COc1ccc(F)c(CN2CCC(n3nccc3NC(=O)CCCc3ccccc3)CC2)c1
  i, 0.7, i
CC(=O)c1cccc(CN2CCc3ccc(NC(=O)C4CCCO4)cc3C2)c1 (stereo not given)
  i, 0.2, i
O=C(COC(=O)c1cc[n+]([O-])cc1)Nc1cc([N+](=O)[O-])ccc1Cl
  i, 0.6, i
CC(C)c1onc(C(=O)NCc2ccc(F)cc2)c1[N+](=O)[O-]
  i, -0.6, i
O=C(CSc1nnc(-c2ccccc2)n1Cc1ccco1)Nc1ccc(S(=O)(=O)N2CCCC2)cc1
  i, -1.3, i
O=C(N/N=C/C=C\c1ccccc1[N+](=O)[O-])c1ccco1
  i, 0.6, i
CCOC(=O)[C@H]1[C@H]2COc3ccc(C)cc3[C@@H]2N2C(=O)c3cc(Cl)ccc3NC(=O)[C@@]12C
  i, 5.6, i
CCCCN(C)CCNC(=O)C(=O)c1c(C)[nH]c2ccccc12
  i, -0.9, i
CCOC(=O)NN1C(=O)c2ccccc2NC1c1ccc(OC)c(OC)c1 (stereo not given)
  i, -0.3, i
CCc1cc2c(NCCC(=O)O)ncnc2s1
  i, 2.1, i
CCOC(=O)CC(NC(=O)Cc1cccs1)c1ccccc1Cl (stereo not given)
  i, 0.2, i
CCCCOc1ccc(C2C(C(=O)c3ccc(C)o3)=C(O)C(=O)N2Cc2ccco2)cc1 (stereo not given)
  i, -1.0, i
O=S1(=O)CCOC[C@H](Cc2ccccc2)N1Cc1cccc(Cl)c1
  i, -0.8, i

(cont.)
The line under a structure holds: CHT allo act, STK33 inh, CHT inh
Cc1cccc(NC(=S)NNC(=O)c2csc3c2CCCC3)c1
  i, 2.7, i
N/C(Cc1nc(-c2ccc(F)cc2)cs1)=N\O
  i, -1.8, i
CCOC(=O)c1cnc2c(C(F)(F)F)cccc2c1NCCCN1CCOCC1
  i, 1.4, i
c1ccc(-c2csc(-c3ccc(-c4csnn4)cc3)n2)cc1
  i, -1.1, i
CCOC(=O)c1c(C)[nH]c(C(=O)/C(C#N)=C/c2ccc(OC)c(OC)c2)c1C
  i, -0.2, i
COc1cc(C2/C(=C(\O)c3ccc4c(c3)CC(C)O4)C(=O)C(=O)N2CCCn2ccnc2)cc(OC)c1OC (stereo not given)
  i, 0.6, i
CC(C)(C)NC(=O)/C=C/c1cccc(C(F)(F)F)c1
  i, nt, i
Cn1c(SCc2ccccc2)nnc1-c1ccc2c(c1)OCO2
  i, -1.5, i
CC1CN(C(=O)c2cccc(COc3ccc(Br)cc3)c2)CC(C)O1 (stereo not given)
  i, -0.3, i
CCOc1ccc(N(CC(=O)NCC2CCCO2)C(=O)CCC(=O)Nc2ccccn2)cc1 (stereo not given)
  i, 0.5, i

5 of the compounds above, as tab-separated lines.
Molecule	CHT allo act	STK33 inh	CHT inh
Cn1c(SCc2ccccc2)nnc1-c1ccc2c(c1)OCO2	i	-1.5	i
CC1CN(C(=O)c2cccc(COc3ccc(Br)cc3)c2)CC(C)O1 (stereo not given)	i	-0.3	i
CCOC(=O)c1c(C)[nH]c(C(=O)/C(C#N)=C/c2ccc(OC)c(OC)c2)c1C	i	-0.2	i
CC(C)(C)NC(=O)/C=C/c1cccc(C(F)(F)F)c1	i	nt	i
COc1cc(C2/C(=C(\O)c3ccc4c(c3)CC(C)O4)C(=O)C(=O)N2CCCn2ccnc2)cc(OC)c1OC (stereo not given)	i	0.6	i

(further entries)
The line under a structure holds: CHT allo act, STK33 inh, CHT inh
C/C(N)=C(/C#N)C(=O)CSc1nnnn1-c1ccc(C)cc1
  i, 0.7, i
CCC(C)c1ccccc1N1CC(C(=O)Nc2ccc(C)c(S(=O)(=O)N3CCOCC3)c2)CC1=O (stereo not given)
  i, -0.6, i
CC(C)(CNS(=O)(=O)c1ccc2c(c1)OCCO2)N1CCOCC1
  i, -1.2, i
O=C(c1cccc(S(=O)(=O)N2CCCC2)c1)N1CCN(c2ccccc2F)CC1
  i, -0.3, i
CC(=O)Nc1ccc(C(=O)Nc2cc(C(F)(F)F)ccc2-n2cnc3ccccc32)cc1
  i, -1.6, i
O=C(CSc1nc2ccccc2s1)NNC(=S)Nc1ccc(Br)cc1
  i, 0.0, i
Brc1ccc2c(c1)OCCOCCOc1cc(Br)ccc1OCCOCCOCCO2
  14*, -2.5, i
CCOC(=O)c1c(C)[nH]c(C(=O)OCC(=O)NC2(C#N)CCCCC2)c1C
  i, 0.8, i
COc1ccc(/C=N/NC(=O)c2ccccc2O)cc1CN1CCOCC1
  i, -0.9, i
COc1ccc(-n2nc(C(=O)NCC(=O)NCCCN3CCC(C)CC3)c3ccccc3c2=O)cc1Cl
  i, -0.4, i
Cc1ccc(-c2csc(Cc3nc(-c4cc5ccccc5oc4=O)cs3)n2)cc1
  i, 3.3, i
CC1(C)CC2(CCCN(C(=S)Nc3ccccc3)C2)CCO1 (stereo not given)
  i, 1.4, i
C=CCSc1nc(N(CC)CC)c2sccc2n1
  i, 1.4, i
COc1cccc(/C=N/n2nnnc2N)c1OCC#N
  i, 0.8, i
c1ccc(Nc2nc(N3CCOCC3)c3ccccc3n2)cc1
  i, 5.0, i
COc1cnn(-c2cccc(C)c2)c(=O)c1Cl
  i, -0.5, i
O=C(N/N=C\c1c(O)ccc2ccccc12)c1ccc(O)cc1
  i, 2.6, i
C/C(=N\NC(=O)COc1ccc(C(C)(C)C)cc1)c1ccc(-n2ccnc2)cc1
  i, -0.3, i
COc1ccc(CC(=O)Nc2cc(S(=O)(=O)N3CCOCC3)ccc2N2CCOCC2)cc1
  i, -1.1, i
CCN(CC)c1ccc(NS(=O)(=O)c2cn(C)c(=O)n(C)c2=O)c(C)c1
  i, -2.3, i
C/C=C(\C)CN1CCC(n2nccc2NC(=O)CCc2ccccc2)CC1
  i, 0.6, i
CN1CCN(C(CNC(=O)Nc2ccc(Cl)cc2)c2ccc(F)cc2)CC1 (stereo not given)
  i, -0.7, i
N#C/C(=C\c1c(N2CCN(c3ccccc3)CC2)nc2ccccn2c1=O)S(=O)(=O)c1ccccc1
  i, -0.8, i
CCn1ccc(C(=O)NC2CCCC2)n1
  i, -2.7, i
